SENP6 block = SENP6 protease inhibitors, primary screen, biochemical, luminescence, uHTS. Sentrin-specific protease 6 (Homo sapiens), Q9GZR1. Recombinant SENP6 catalytic domain, aminoluciferin luminescence. inhibition, % at 10 µM. actives 1.8% (n = 330,000);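 active = inhibition above about 50% at the single tested dose, limit read from the data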;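 note: plate controls were DMSO wells with enzyme for no effect and DMSO wells lacking enzyme for full effect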
Target sequence (Q9GZR1 628-1112 limits assumed): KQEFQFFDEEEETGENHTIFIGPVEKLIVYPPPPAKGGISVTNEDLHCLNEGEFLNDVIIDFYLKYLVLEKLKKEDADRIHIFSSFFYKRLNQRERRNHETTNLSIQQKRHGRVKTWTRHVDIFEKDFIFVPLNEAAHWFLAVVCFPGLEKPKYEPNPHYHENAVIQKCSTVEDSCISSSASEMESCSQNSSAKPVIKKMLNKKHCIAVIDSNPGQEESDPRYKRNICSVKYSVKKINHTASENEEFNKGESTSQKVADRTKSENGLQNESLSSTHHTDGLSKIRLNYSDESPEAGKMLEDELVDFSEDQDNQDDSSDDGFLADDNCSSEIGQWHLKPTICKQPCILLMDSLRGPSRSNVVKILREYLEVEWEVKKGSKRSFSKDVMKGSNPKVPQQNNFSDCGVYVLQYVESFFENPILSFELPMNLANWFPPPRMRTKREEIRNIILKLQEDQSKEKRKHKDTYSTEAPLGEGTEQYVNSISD
hIAP activ = human IAP activators, primary screen, biochemical, luminescence, uHTS; Intestinal-type alkaline phosphatase (Homo sapiens), P09923; purified human IAP, CDP-Star luminescence, 30 min; stronger effect = higher value; 1 = vehicle-only enzyme, 0 = enzyme-free background; activation factor at 10 µM; actives 0.16% (n = 330,000); AID 2524, 2010;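 active = activation factor of the enzyme at least 2-fold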; note: the source names both 10 and 20 µM as test concentration; values of inactives mirror those of a sister screen read the other way
ATG4B inh = ATG4B protease inhibitors, primary screen, biochemical, fluorescence, uHTS. ATG4B cleavage of LC3-PLA2, NBD-HPC fluorescence, 1 h. inhibition, % at 8.33 µM. actives 0.51% (n = 340,000). AID 504462, 2011; in the data active = inhibition above about 40%
GRIN3A LBD mod = binders of NR3A ligand-binding domain, primary screen, biophysical, differential scanning fluorimetry, uHTS; Tm shift relative to glycine control, % at 25 µM; NR3A LBD differential scanning fluorimetry, Tm shift; 0% = protein alone, 100% = glycine-bound protein; Glutamate receptor ionotropic, NMDA 3A (GRIN3A) ligand-binding domain; actives 2.5% (n = 340,000);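 active = melting temperature shift of at least 10% of the positive control shift, at one fixed dose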
MPTP inh = mitochondrial permeability transition pore inhibitors, primary screen, biochemical, isolated mouse mitochondria, absorbance; AID 602449, 2012; actives 1.4% (n = 360,000); Ca2+ swelling absorbance, 30 min; inhibition, % at 10 µM;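 active = inhibition of 50% or more, scaled per plate between neutral and stimulator controls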;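 note: 0% = DMSO wells given calcium and 100% = 1 mM EGTA wells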
SENP1 inh = human SENP1 catalytic domain inhibitors, primary screen, biochemical, FRET, uHTS; inhibition, % at 10 µM; Sentrin-specific protease 1 (Homo sapiens), Q9P0U3; actives 0.21% (n = 360,000); recombinant SENP1 catalytic domain, CyPet-SUMO1-YPet FRET cleavage;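 active = inhibition at least 30% at 10 µM, raw YFP signal under a set limit, fluorescence ratio 0.5 to 1.5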;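 note: 0% = enzyme with DMSO and 100% = no enzyme wells; some results filed as inactive read as strong as hits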
Target sequence (Q9P0U3 419-644 limits assumed): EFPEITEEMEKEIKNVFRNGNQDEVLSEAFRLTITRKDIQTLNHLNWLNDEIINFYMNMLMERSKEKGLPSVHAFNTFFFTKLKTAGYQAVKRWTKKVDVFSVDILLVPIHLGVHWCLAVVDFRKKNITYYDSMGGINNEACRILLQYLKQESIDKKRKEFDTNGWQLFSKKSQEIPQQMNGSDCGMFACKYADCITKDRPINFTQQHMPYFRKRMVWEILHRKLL
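Test system: human SENP1 catalytic domain; medium: Tris pH 8 buffer plus EDTA, NaCl, BME, BSA, NP40, catalase; incubation: 50 min reaction at room temperature; technique: FRET, CFP and YFP emission; controls: no-enzyme low control and enzyme-plus-DMSO high control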
SENP8 inh = human SENP8 protease inhibitors, primary screen, biochemical, fluorescence, Nedd8 protein substrate, uHTS. Sentrin-specific protease 8 (Homo sapiens), Q96LD8. inhibition, % at 20 µM. actives 0.64% (n = 360,000). recombinant SENP8; in the data active = inhibition mostly above about 40%, no sharp cut-off; inactive = mostly below about 27%
Target sequence (Q96LD8 whole entry, looked up): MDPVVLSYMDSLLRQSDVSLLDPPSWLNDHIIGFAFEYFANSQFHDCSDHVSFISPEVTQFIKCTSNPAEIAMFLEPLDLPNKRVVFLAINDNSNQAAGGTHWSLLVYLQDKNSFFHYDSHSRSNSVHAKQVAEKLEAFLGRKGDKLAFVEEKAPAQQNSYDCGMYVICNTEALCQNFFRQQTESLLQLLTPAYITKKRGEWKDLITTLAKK
PfGluPho inh = PfG6PD enzyme inhibitors, primary screen, biochemical, fluorescence intensity, uHTS; glucose-6-phosphate dehydrogenase-6-phosphogluconolactonase (Plasmodium falciparum 3D7); PfGluPho enzyme, NADPH resazurin-diaphorase fluorescence; inhibition, % at 20 µM; actives 0.78% (n = 350,000); AID 504690, 2011;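 active = inhibition reaching at least a set limit at 20 µM in the primary screen, cut at about 59% in these data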;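 note: 0% = DMSO wells with substrate and 100% = DMSO wells lacking glucose-6-phosphate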
* hit, by the source's call; · = no result given.

no.	canonical_smiles	SENP6 block	hIAP activ	ATG4B inh	GRIN3A LBD mod	MPTP inh	SENP1 inh	SENP8 inh	PfGluPho inh
1	CCOC(=O)c1ccc(NS(=O)(=O)N2CCCCCC2)cc1	-1	0.78	-7	-3	1.3	-16	13	9
2	CCN(C(C)=O)c1cccc2ccccc12	-12	0.97	-3	4	-5.5	0	16	21
3	Cc1nc(SCC(=O)Nc2cc(C)on2)c2c(C)c(C)sc2n1	-1	1	9	-1	-1.0	3	13	-2
4	CCN(CC(=O)Nc1cccc(OC)c1)C(=O)C1CCN(C(=O)Nc2ccccc2)CC1	-14	0.94	-16	-2	1.5	-1	2	-2
5	Cc1ccc(S(=O)(=O)N2C[C@@H]3[C@H]4CC[C@H](C4)[C@@H]3[C@@H](C)[C@@H]2c2cn(Cc3ccccc3)c3ncccc23)cc1	·	·	-5	-2	-0.4	-2	-8	17
6	Cc1ccc(C(=O)NCC(=O)NNC(=O)CN(C)S(=O)(=O)c2ccc(Cl)cc2)s1	18	1.3	-6	-1	-2.3	2	14	-13
7	O=C(OCC(=O)c1ccc(Cl)cc1Cl)c1ccc2c(c1)C(=O)N(c1cccc3ncccc13)C2=O	-1	0.99	-1	-3	30	2	9	-3
8	O=C(CN1C(=O)c2ccccc2C1=O)OCC(=O)c1ccccc1	-17	0.97	6	-1	-2.8	2	8	-3
9	CC(C)(C)NC(=O)COc1ccc(S(=O)(=O)N2CCCC2)cc1	2	1.1	0	0	-0.2	0	-1	-2
10	O=C(Cc1ccc(S(=O)(=O)N2CCOCC2)s1)NCCc1ccc(F)cc1	-10	0.99	5	-1	-0.9	-26	-36	-10
11	Nc1ccc(Sc2ccccc2Cl)nc1	1	1.1	-2	-1	1.9	2	14	21
12	COc1ccc(CC(=O)N/N=C(\C)CC(=O)NCc2ccco2)cc1OC	9	1	-8	-1	3.0	-2	12	1
13	COC(=O)c1ccc(COn2nnc3ccccc32)cc1	56*	0.82	-7	-2	1.4	-2	13	-2
14	Cc1ccc(N2CCN(S(=O)(=O)c3ccc(-n4cnnn4)cc3)CC2)c(C)c1	1	0.89	-4	-4	-0.8	-1	13	0
15	O=C(NC(C(=O)N/N=C/c1cccnc1)c1n[nH]c(=O)c2ccccc12)c1ccccc1 (configuration not stated)	15	1.1	-5	-2	0.1	3	20	9
16	O=C(Cc1c[nH]c2ccccc12)Nc1nccs1	9	1.1	-7	3	3.5	-8	4	-6
17	CC(C)N1CCN(Cc2ccc(Oc3ncccn3)cc2)CC1CCO (configuration not stated)	-3	1	4	-2	0.8	1	23	-31
18	CCOC(=O)c1nnc(-c2ccccc2)nc1N1CC(C)OC(C)C1 (configuration not stated)	-5	0.85	8	-2	-0.1	-1	10	-2
19	O=C(Nc1nnc(-c2ccccc2Cl)o1)c1nc2ccccc2s1	-13	1.1	-6	-11	96*	0	-39	-13
20	O=C(NCC1CC1)c1onc(CSc2ccc(F)cc2)c1C(=O)NCC1CC1	-14	1.1	-4	-1	-1.4	1	8	19
21	O=[N+]([O-])c1ccc(N2CCN(C(=S)Nc3ccc(F)cc3)CC2)cc1	15	0.92	-8	-7	5.6	-11	5	14
22	Cc1cc(C(=O)NC2CCCc3c2cnn3-c2cc(F)cc(F)c2)nn1C (configuration not stated)	3	0.95	1	-1	0.2	0	-6	-1
23	O=C(COC(=O)[C@H](Cc1ccccc1)NC(=O)c1cccs1)NC1CCCCC1	-10	1	-9	-3	-0.4	4	29	0
24	CCCSC1=C(C#N)C(c2ccccc2C)C(C(=O)OC)C(=O)N1 (configuration not stated)	-8	0.95	-18	-1	-1.7	-7	10	11

Along the list, from the results shown.
MPTP inh, compounds 17–24 → 0.8, -0.1, 96*, -1.4, 5.6, 0.2, -0.4, -1.7
GRIN3A LBD mod, compounds 17–24 → -2, -2, -11, -1, -7, -1, -3, -1

Single values from the entries so far.
#23 in SENP8 inh is listed with 29
#21 in PfGluPho inh is listed with 14

Additional records.
no.	canonical_smiles	SENP6 block	hIAP activ	ATG4B inh	GRIN3A LBD mod	MPTP inh	SENP1 inh	SENP8 inh	PfGluPho inh
25	COc1ccccc1S(=O)(=O)CC(O)COc1ccc(C#N)cc1 (configuration not stated)	-35	1.1	-10	-3	0.7	3	8	10
26	COc1ccc(N2CCN(Cc3cc(=O)c(OCC(=O)NC4CCCC4)co3)CC2)cc1	-7	0.99	-2	2	1.4	-1	16	-1
27	Cc1cccc(C)c1OCC(=O)NCc1ccccc1	-38	0.95	7	-2	-0.6	4	16	-16
28	O=C(ON=C1CCN(S(=O)(=O)c2ccccc2)CC1)c1ccc(Cl)cc1	56*	1	-28	2	-3.0	2	27	2
29	Cc1ccc(S(=O)(=O)Nc2c(C)cc(C)nc2Cl)cc1	-5	1.1	-4	3	0.4	-1	9	13
30	O=C(Nc1ccc(N2CCOCC2)c(Cl)c1)c1c(F)c(F)c(F)c(F)c1F	-22	0.93	-3	-5	14	-1	27	3
31	CNS(=O)(=O)c1ccc(C)c(S(=O)(=O)NC)c1	1	0.95	3	-1	-1.8	3	6	-15
32	CCOCCCNCC(=O)Nc1ccc(OC(F)(F)F)cc1	-18	0.94	-14	4	-0.7	1	13	1
33	Cc1ccc(-c2csc(/C(C#N)=C/Nc3ccc4c(c3)OCCO4)n2)cc1	0	0.86	0	-1	-1.8	-30	-24	-2
34	COc1ccc(CCNC(=O)CCS(=O)(=O)c2ccc3c(c2)NC(=O)CS3)cc1OC	-4	1	0	1	-0.4	5	7	0
35	CCCC(c1nnnn1C(C)(C)C)N1CCN(Cc2ccccc2)CC1 (configuration not stated)	4	0.84	-11	1	-0.7	2	5	-9
36	COc1ccccc1CN(C)C(=O)c1sccc1-c1ccccc1	-11	0.92	2	-1	2.2	1	7	-8
37	O=C(CN1C(=O)CCSc2ccccc21)Nc1cccc(F)c1	-8	1	0	-1	-0.3	1	13	-11
38	Cc1ccc(N(CC(=O)N(C)Cc2ccccc2)S(C)(=O)=O)cc1C	-2	1.1	-3	2	-1.9	2	15	0
39	Cc1ccc(NC(=O)CSc2ccccc2)cc1S(=O)(=O)N1CCCCC1	7	0.98	-1	-5	0.2	-1	13	7
40	O=C(NCc1ccccc1)C(c1ccco1)N(C(=O)c1ccccn1)c1ccccc1 (configuration not stated)	22	1	-5	0	2.2	-1	4	-4
41	CCn1c2ccccc2c2cc(/C=N/NC(=O)c3cccc(C)c3)ccc21	-10	1.1	-15	-5	0.9	1	-320	3
42	CSCCC(NC(=O)c1cc(S(=O)(=O)N2CCOCC2)ccc1C)c1nc2ccccc2[nH]1 (configuration not stated)	·	·	-42	0	-0.7	-3	12	2
43	CC(C(=O)Nc1cccc(S(=O)(=O)N2CCOCC2)c1)N1CCN(C)CC1 (configuration not stated)	-6	0.98	7	-3	-0.2	-1	-2	-3
44	O=C(Nc1nccs1)C1(c2ccc(Cl)cc2)CC1	8	1.1	-2	-1	-1.7	2	5	14
45	O=C(c1cccc(F)c1)N1CCN(CC2CC3C=CC2C3)CC1 (configuration not stated)	0	1.1	-6	0	-1.5	1	21	-3
46	CCCCCC(=O)N1C[C@@H](O)[C@H](n2cc(-c3ccc(F)cc3)nn2)C[C@@H]1c1ccccc1	·	·	·	·	-1.2	0	17	-3
47	Cc1cccn2c(=O)c(C=O)c(Nc3ccccc3)nc12	-19	0.89	5	2	-1.5	-2	14	4
48	COc1cc(NC(=O)N[C@@H](CCSC)C(=O)O)cc(OC)c1	-2	0.93	2	0	0.2	-2	20	-17

By substructure, the entries above with a tert-butyl group
no.	canonical_smiles	SENP6 block	hIAP activ	ATG4B inh	GRIN3A LBD mod	MPTP inh	SENP1 inh	SENP8 inh	PfGluPho inh
9	CC(C)(C)NC(=O)COc1ccc(S(=O)(=O)N2CCCC2)cc1	2	1.1	0	0	-0.2	0	-1	-2
35	CCCC(c1nnnn1C(C)(C)C)N1CCN(Cc2ccccc2)CC1 (configuration not stated)	4	0.84	-11	1	-0.7	2	5	-9

(continued)
no.	canonical_smiles	SENP6 block	hIAP activ	ATG4B inh	GRIN3A LBD mod	MPTP inh	SENP1 inh	SENP8 inh	PfGluPho inh
49	CCCCOC(=O)Oc1ccc2c(=O)c(Oc3cccc(C)c3)coc2c1	-9	0.91	13	-1	2.2	2	-28	-4
50	CS(=O)(=O)N(CC(=O)N1CCCC1)c1cccc(F)c1	-1	1.4	7	-1	-0.8	-1	7	-4
51	O=[N+]([O-])c1ccc(N2CCOCC2)cn1	5	0.86	16	0	-1.5	1	6	-20
52	CCn1c(SCC(=O)Nc2ccccc2Br)nnc1-c1cnccn1	-15	0.98	4	0	-1.9	1	-23	40
53	C[C@@H](C(=O)Nc1ccc2ccccc2c1)[C@@H]1C[C@@]1(C)[C@@H](NC(=O)c1cccnc1)c1ccccc1	9	0.93	-11	-7	-2.4	1	8	13
54	CCC(C(=O)N1CCN(S(C)(=O)=O)CC1)c1ccccc1 (configuration not stated)	-2	0.92	7	0	-0.6	3	14	4
55	COC(=O)c1ccc(Oc2nc(SC)nc(N(C)C)n2)cc1	-19	1	9	-2	1.8	2	13	-15
56	CCCOc1ccc(NC(=O)CC2C(=O)Nc3ccccc3N2CC(=O)N2CCCC2)cc1 (configuration not stated)	2	0.84	-8	0	0.7	-107	-190	-12
57	O=C(C1=C[C@@H](c2coc3ccccc3c2=O)C[C@@H](OCc2ccc(CO)cc2)O1)N1CCCCCCC1	-16	0.95	15	-8	-1.1	1	10	12
58	O=c1cc(COc2ccc(Cl)c(Cl)c2)nc2sccn12	-10	1.1	5	1	3.3	-11	-56	2
59	COc1ccc(-c2c(-c3cc(OC)cc(OC)c3)n(C)c3ccc(-c4ccc(OC)nc4)cc23)cc1	2	1	-12	2	3.6	2	-475	3
60	Nn1cnnc1SCC(=O)N1CCc2ccccc2C1	-10	1.1	-2	2	0.4	-2	1	-3
61	CC(=O)C1CCC2C3CCC4=CC(=O)C=CC4(C)C3CCC12C (configuration not stated)	·	·	-4	-9	0.7	-1	22	-22
62	O=C(CNc1ccc(F)cc1Cl)Nc1cccc(S(=O)(=O)N2CCCCC2)c1	-2	1.1	-4	13*	27	2	14	17
63	COP(=O)(OC)C(Nc1ccc(Cl)cc1)c1ccccc1 (configuration not stated)	10	0.97	-3	1	0.2	-1	20	6
64	CC(=O)c1ccc(NC(=O)CSc2nnc(NC(=O)c3ccco3)s2)cc1	55*	1	4	19*	-0.4	1	-23	-17
65	CCNC(=O)CC1C(=O)N(c2ccc(F)cc2)C(=O)N1CCC(C)C (configuration not stated)	-4	0.97	-4	-3	-1.6	2	11	0
66	COc1cc(O)ccc1C=O	-25	1.1	-7	0	1.5	-1	18	8
67	COC(=O)C(C)(C)ONC(=O)Nc1ccc(Br)cc1	-9	1.2	16	0	12	1	9	-13
68	COCCNC(=O)C1CCC(CNS(=O)(=O)c2ccc(F)cc2)CC1 (configuration not stated)	-25	0.86	-3	7	0.4	0	7	1
69	CCCCOCCCn1cnc2c([nH]c3cc(OC)ccc32)c1=O	-15	0.76	-13	2	-1.9	1	8	24
70	O=Cc1ccc2noc(-c3ccc(F)cc3)c2c1	3	0.97	5	-4	-2.0	-30	-394	-6
71	Cc1cccc(C)c1OC(=O)c1ccccc1	·	·	1	-5	-1.1	3	3	12
72	CCN1C(=O)c2ccccc2Sc2ccc(C(=O)NCCCN3CCCCC3)cc21	-4	1.2	-5	2	-1.3	1	10	2
73	O=C(N/N=C/c1sc2ccccc2c1O)c1ccccc1	40	1.7	-12	-6	24	-29	-54	5
74	COc1cc(Cl)ccc1OCc1cc(C(=O)NC(C)Cc2cnccn2)no1 (configuration not stated)	27	0.97	-2	7	-0.7	0	3	-4
